Compound activity deposited in PubChem by National Center for Advancing Translational Sciences (NCATS).
ALOX12 inh – ALOX12 (human) lipoxygenase inhibition; purified 12hLO, xylenol orange hydroperoxide absorbance; P18054; hit rate 1.1% among 580,000; Potency, µM (doses to about 108 µM), for the others: at the highest dose activity change, negative = inhibition, most hits filed as inhibitors; active means well fitted inhibition curve with a large enough effect; inconclusive means small, poorly fitted or top-dose-only effect, or another doubt; inactive means no such curve, though single readings can be large or run the other way
Target sequence (P18054 whole entry, looked up): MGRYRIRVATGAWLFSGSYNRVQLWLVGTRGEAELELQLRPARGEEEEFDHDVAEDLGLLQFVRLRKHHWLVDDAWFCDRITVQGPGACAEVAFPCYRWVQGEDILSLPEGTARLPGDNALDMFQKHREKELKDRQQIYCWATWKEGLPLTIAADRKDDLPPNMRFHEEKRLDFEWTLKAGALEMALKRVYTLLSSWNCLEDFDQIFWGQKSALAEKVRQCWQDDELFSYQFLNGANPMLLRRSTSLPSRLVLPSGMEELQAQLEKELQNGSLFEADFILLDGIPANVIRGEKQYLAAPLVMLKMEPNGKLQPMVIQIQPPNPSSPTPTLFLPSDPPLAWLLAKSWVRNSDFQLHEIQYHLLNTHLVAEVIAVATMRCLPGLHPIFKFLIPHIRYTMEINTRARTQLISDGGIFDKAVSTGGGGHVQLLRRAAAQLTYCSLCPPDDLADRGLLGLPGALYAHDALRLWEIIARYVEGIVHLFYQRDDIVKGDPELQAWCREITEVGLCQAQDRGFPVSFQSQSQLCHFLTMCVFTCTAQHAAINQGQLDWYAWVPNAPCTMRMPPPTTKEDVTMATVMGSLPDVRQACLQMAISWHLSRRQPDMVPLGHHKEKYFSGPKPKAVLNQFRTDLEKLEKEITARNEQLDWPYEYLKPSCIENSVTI
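Purified human 12hLO (150 nM final) in 25 mM Hepes, 0.01% Triton X-100, pH 7.0 was preincubated 15 min at room temperature with compound. Then 40 uM arachidonic acid was added, 30 min. Hydroperoxide was read by Fe-XO absorbance ratio 573/405 nm.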
* marks the source's active call; other numbers are inactive results; ? = inconclusive; & = joins results of further samples; [ ] = another dose, or the depositor's remark. On the % scale 0 is the no-effect control and ±100 the full control effect; potency means the concentration at half of the fitted maximal effect. A portion of the library; count on the stated rates, not on these rows.

Start of the data: the first 3 records as a preview:
SMILES | ALOX12 inh
O=C(N1CCN(Cc2ccccc2)CC(O)C1)C1(c2ccccc2F)CC1 (stereo unspecified) | 19%
C#CCNC(=O)c1cc(-c2ccccc2OC)nc2c1cnn2C | 0%[6.33 µM]
c1ccc(-n2cc(CN3CCCC3c3nc4ccccc4s3)nn2)cc1 (stereo unspecified) | 11%

The whole of this part (from the top)
SMILES | ALOX12 inh
O=C(N1CCN(Cc2ccccc2)CC(O)C1)C1(c2ccccc2F)CC1 (stereo unspecified) | 19%
C#CCNC(=O)c1cc(-c2ccccc2OC)nc2c1cnn2C | 0%[6.33 µM]
c1ccc(-n2cc(CN3CCCC3c3nc4ccccc4s3)nn2)cc1 (stereo unspecified) | 11%
CCC(O)c1cc2n(n1)CCN(c1nc(-c3ccccc3)nc3c1CCC3)C2 (stereo unspecified) | 35%
Clc1cccc(Nc2nc3nonc3nc2N2CCCCC2)c1 | 6%
CC(C)(/C=N/N(Cc1ccccc1)c1ccccc1)CO | -28%
COCCNC(=O)[C@@H]1C[C@H](Oc2ccccc2)CN1S(=O)(=O)Cc1ccccc1F | 18%
COc1ccc(-c2nc3cnc(N4CCOCC4)nc3n(C)c2=O)cc1 | ?
COc1ccc(-c2noc(C(=O)NC(C)(C)C)c2[C@H](C)O)cc1 | 41%[176 µM]
NC(=O)c1ccc(-c2ncc3cnc(-c4cccc(F)c4)cn23)cc1 | -22%[176 µM]
Cc1ccccc1COC(=O)CSc1cnc2ccccc2n1 | 40%[activator]
Cc1ccc(-c2nc(-c3ccc(F)cc3)no2)cc1 | -47%
O=C(c1ccco1)N1CCC2(CCN(Cc3nccs3)CC2)CC1 | 1%[57.4 µM]
CN(Cc1ccccc1F)S(=O)(=O)c1cn(C)c(=O)n(C)c1=O | 15%
O=C(N[C@H]1CO[C@H]2[C@@H]1OC[C@@H]2n1nnnc1Oc1ccc(-n2ccnc2)cc1)N1CCOCC1 | 38%[activator]
NC(=O)[C@H](CC1CCCCC1)NC(=O)[C@@H]1CN(C(=O)c2cccnc2)CCN1C(=O)c1cccs1 | 19%
CC(NS(=O)(=O)c1cccs1)c1ccccn1 (stereo unspecified) | ?
CCCN(C)C(=O)CC1Sc2ncccc2N(CCC)C1=O (stereo unspecified) | 26%
COc1ccc(-c2nc3cnc(N4CCOCC4)nc3n(C[C@H]3CCCO3)c2=O)cc1 | -1%
COCC1CN(C(=O)CCn2nc(C)cc2C)CC12CCOCC2 (stereo unspecified) | 46%[activator]

Single values from the list.
COCC1CN(C(=O)CCn2nc(C)cc2C)CC12CCOCC2 (stereo unspecified) in ALOX12 inh reads 46%[activator]
C#CCNC(=O)c1cc(-c2ccccc2OC)nc2c1cnn2C in ALOX12 inh reads 0%[6.33 µM]

Additional results.
SMILES | ALOX12 inh
CCn1nc(C(=O)Nc2ccnn2C2CCCC2)c2ccccc2c1=O | 7%
COc1ccc(CCNC(=O)c2c(C)noc2-c2ccc(OC(F)(F)F)cc2)cc1 | 47%[activator]
Nc1nonc1C(=O)N1CCN(C(=O)Nc2ccccc2Cl)CC1 | -5%
Cc1ccc2nc(C)c(C(=O)NCc3cccnc3-n3cccn3)cc2c1 | ?
Cc1ccccc1NS(=O)(=O)c1ccc2c(c1)c(=O)n(CC(=O)N1CCCCCC1)c(=O)n2C | 4%
CS(=O)(=O)c1ccc(CN2C[C@@H](F)[C@@H](OCc3nc4ccccc4[nH]3)C2)cc1 | 24%[176 µM]
CCCN(CC1CCOC1)C(=O)Nc1cc(F)cc(F)c1 (stereo unspecified) | 26%
CCCCCCCCCCCCS(=O)CC(Cl)CCl (stereo unspecified) | 9%
CN(Cc1cnccn1)C(=O)C1CCCN(C2CCN(C(=O)C3CC3)CC2)C1 (stereo unspecified) | 24%
Cc1oc2c(c1C(=O)NC1CCCN(c3ncccn3)C1)C(=O)CCC2 (stereo unspecified) | -29%
C[C@@H]1CN(C(=O)c2cccnc2N(C)C2CCCCC2)C[C@@]1(O)C1CCC1 | 28%
COCCN(CCOC)C(=O)c1cc(-c2ccco2)nc2ccccc12 | ?
Cc1onc(C(=O)N2C[C@@H](Oc3cccnc3)C[C@H]2C(N)=O)c1Cn1cccn1 | 42%[activator]
COC(=O)C(C)Oc1ccc2c(C)c(-c3ccc(OC)cc3)c(=O)oc2c1 (stereo unspecified) | 8%
CCN1c2cc(C(=O)Nc3ccc(F)c(C)c3)ccc2C(=O)N2CCCCCC21 (stereo unspecified) | -1%
Cn1ccc(C(=O)N2CC3ON=C(C(=O)N4CCCC4)C3C2)n1 (stereo unspecified) | 2%[6.33 µM]
COc1ccc(-c2cc(C(=O)NCc3c(C)cc(C)[nH]c3=O)c3c(c2)N(C(C)C)CCO3)cc1OC | -6%
CCN1CCN(C(=O)c2cc(-c3ccc(OC)cc3)nc3ccccc23)CC1 | ?
O=C(CSc1nnnn1-c1ccc(C(=O)O)cc1)Nc1cccc2ccccc12 | 15%
Cc1cc(C)n(CCC(=O)N2CCCC(Cc3noc(-c4ccccn4)n3)C2)n1 (stereo unspecified) | 33%[activator]
O=C1c2c(nc(CNCc3cccc(Cl)c3)n2Cc2ccccc2)NCCN1Cc1ccccc1 | 41%[activator]
CCOC(=O)c1c(C)[nH]c(-c2ccccc2)c1-c1ccccc1 | -53%
CN(C)C(=O)[C@@H]1CN(Cc2c(F)cccc2Cl)C[C@H]1CO | 30%
COc1ccccc1-c1cc2c(Nc3ccc4c(c3)OCCO4)nccc2n1C | -18%
C=CCc1ccccc1OCCOc1ccccc1/C=C(/C#N)C(N)=O | -16%
O=C1NCCOCCN(C(=O)Cc2c[nH]c3ccccc23)[C@H]2CCC[C@@H]12 | 24%
COc1cccc(-c2csc(-c3nc(-c4ccc(C)cc4C)cs3)n2)c1 | -25%
CNc1oc(-c2cc(S(=O)(=O)N(C)C)c(C)o2)nc1C#N | 1%
Cc1nnc(NC(=O)c2cc(-c3ccc(Br)cc3)nc3ccccc23)s1 | 4%
Cc1nccc(-c2cccc(NC(=O)c3nccnc3N)c2)n1 | -24%
COc1ccc(C(=O)NC(C(=O)NC2CC2)C2CCN(C(C)=O)CC2)cc1 (stereo unspecified) | 8%
N#Cc1cccc(N2CCN(Cc3ccc(F)c(Cl)c3F)CC2)n1 | 22%
O=C(Nc1ccc(Br)cc1)c1nc2ccccc2nc1N1CCCC1 | -17%
Cc1ccc(/C(COc2ccc3c(C)c(Cc4ccccc4)c(=O)oc3c2C)=N\O)cc1 | -50%
CCCc1nnc(SCC(=O)Nc2ccccc2Cl)n1-n1cccc1 | 74%[activator]
O=C1C(=O)N(C2CCCC2)C(=O)N1Cc1cc(F)cc2cccnc12 | ?
O=C(NCC#Cc1ccccc1)c1cnc(-c2ccccc2)nc1 | 30%
N#CCc1ccc(NC(=O)CNc2ccc(F)cc2Cl)cc1 | -19%
OCCC1CN(Cc2cc(F)cc(F)c2)CCN1Cc1cccs1 (stereo unspecified) | 19%
O=C(c1ccc(F)c(F)c1)N1C[C@@H](CO)[C@H](c2ccccn2)C1 | 23%
CC(C)NC(=O)C(=O)Nc1cccc(C(=O)c2nccn2C)c1 | 22%
Nc1nccc(-c2ccc3noc(-c4ccc(Cl)cc4)c3c2)n1 | -1%[57.4 µM]
Cc1ccc(CN(C)Cc2cccc(C(F)(F)F)c2)cc1 | 19%[176 µM]
CC(C)CNc1ccc2c(n1)C(C)(C(=O)NC1COC1)CN(Cc1ccccc1)C2 (stereo unspecified) | 192%[activator][176 µM]
Cc1ccc(CN(C)C(=O)CN2CCN(c3ccc([N+](=O)[O-])c4cnccc34)CC2)cc1 | -17%
CCOc1ccc(C(=O)NC(CC(=O)OC)c2cccs2)cc1OC (stereo unspecified) | -21%
O=C(CC1C(=O)NCCN1C(=O)CN1CCN(c2ncccn2)CC1)Nc1ccc2c(c1)OCO2 (stereo unspecified) | 8%
CC(C)NC(=O)c1nc(-c2ccc(Cl)nc2)c2ccccn12 | 6%[6.33 µM]
O=C(c1nnc(CNC2CC2)n1-c1ccccc1)N1CCC[C@@H]1C(c1ccccc1)c1ccccc1 | -29%
O=C(c1ccc(Cn2cncn2)cc1)N1CCN(c2ccc(Cl)cc2)CC1 | -6%
COc1cc(C(=S)N2CCN(CCO)CC2)ccc1OCc1ccc(C)cc1 | ?
COc1ccc(CNC[C@H]2Cn3cc(-c4ccccc4)nc3CO2)cc1 | ?
CNc1nc(SCC(=O)Nc2cc(C)on2)nc2ccccc12 | 7%
COC(=O)c1ccc(C2CC(=O)Nc3sc(C(=O)Nc4cccc(C(F)(F)F)c4)c(C)c32)cc1 (stereo unspecified) | -1%
Cc1cc(C)cc(NC(=O)Cn2c(-c3ccccc3)nc(C)c(CCO)c2=O)c1 | 5%
CC(C)(C)C(=O)/C=c1/[nH]c(=O)/c(=C/c2cccc3ccccc23)s1 | -9%
CN(C)C(=O)c1ccc(NC(=O)c2ccc(-c3ccccc3)cc2)cc1 | -6%
O=C(/C=C/c1ccccc1)C1CC1 | -1%
CCC(=O)N1CCCC(Cc2nncn2-c2ccccc2)C1 (stereo unspecified) | 2%
O=C(c1cnccn1)N1CCN2C(=O)N(C3CCOCC3)C[C@H]2C1 | 0%[176 µM]
The listing continues.
SMILES | ALOX12 inh
Cc1ccc(NC(=O)c2nn(-c3ccccc3)c(=O)c3ccccc23)c(O)c1 | -2%
O=C(C1CC1)N1C[C@@H]2OCC(=O)N(CC3CC3)[C@@H]2C1 | 24%[176 µM]
CN(C)C(=O)c1ccc(-c2ccc3ncnc(N4CCOCC4)c3c2)cc1 | -10%
CC(C)N(Cc1ccccc1)S(=O)(=O)c1n[nH]c(C(C)(C)C)n1 | -3%
COc1ccc(Nc2cc3[nH]c(-c4cccc(C(F)(F)F)c4)cc3cn2)cc1 | ?
CCn1ncc(CN2CCCC(c3nc(-c4cccnc4)no3)CCNC(=O)CC2)c1C (stereo unspecified) | 0%
COc1ccc(CCNC(=O)c2ccc3c(c2)CCC(=O)N3)cc1OC | -21%
Cc1nc2c(c(-c3ccc(Cl)cc3)n1)CCN(C(=O)C(C)(C)C)CC2 | 45%[activator]
N#CCCn1c(=O)c(-c2cccs2)nc2cnc(Oc3cccc(Cl)c3)nc21 | -22%
Cc1cccc(Cn2c(N3CCOCC3)nc3c2c(=O)[nH]c(=O)n3C)c1 | -6%
CCOC(=O)c1sc(NC2CCCC2)nc1C(F)(F)F | -1%
CCOc1cccc(CN2CCCC23Cc2ccccc2CNC3=O)c1 (stereo unspecified) | 2%&-2%[6.33 µM]
NC(=O)CO[C@@H]1CO[C@H]2[C@@H]1OC[C@@H]2NS(=O)(=O)c1cccs1 | -4%[176 µM]
CC(C)=CCN1CCN(CC2CCCO2)CC1 (stereo unspecified) | -8%
CCOC(=O)NC(C(=O)NCc1ccc(C(N)=O)cc1)C(C)C (stereo unspecified) | 0%
CCC(=O)N1CCc2ccc(C(=O)N3CCCCC3)cc21 | 34%[activator]
COC(=O)C1=C(C)N(Cc2ccccc2C(F)(F)F)C(=NCc2cc(OC)c(OC)c(OC)c2)NC1c1cccc(Cl)c1 (stereo unspecified) | -7%
Fc1ccc(COc2ccc(-n3cnnn3)cc2)c(Cl)c1 | -43%
O=C1CCN(C(=O)Cc2cccc(F)c2)CCCC(c2nc(-c3cccnc3)no2)CCN1 (stereo unspecified) | 29%
CCN(CC)C(=O)N1C[C@H](NC(=O)c2cn(C)c(=O)[nH]c2=O)[C@@H](C2CC2)C1 | -26%

2 entries drawn at random from those above:
SMILES | ALOX12 inh
CCn1ncc(CN2CCCC(c3nc(-c4cccnc4)no3)CCNC(=O)CC2)c1C (stereo unspecified) | 0%
CCOC(=O)NC(C(=O)NCc1ccc(C(N)=O)cc1)C(C)C (stereo unspecified) | 0%

Ordered by heavy-atom count (descending): five of the compounds above
SMILES | ALOX12 inh
CN(C)C(=O)c1ccc(-c2ccc3ncnc(N4CCOCC4)c3c2)cc1 | -10%
COc1ccc(CCNC(=O)c2ccc3c(c2)CCC(=O)N3)cc1OC | -21%
CC(C)N(Cc1ccccc1)S(=O)(=O)c1n[nH]c(C(C)(C)C)n1 | -3%
NC(=O)CO[C@@H]1CO[C@H]2[C@@H]1OC[C@@H]2NS(=O)(=O)c1cccs1 | -4%[176 µM]
CCC(=O)N1CCc2ccc(C(=O)N3CCCCC3)cc21 | 34%[activator]

(list continues)
SMILES | ALOX12 inh
CC(C)c1ccc(C(C)NC(=O)C2CC2)cc1 (stereo unspecified) | ?
Fc1ccc(C2Cn3nnc(-c4nc(-c5ccc(OC(F)(F)F)cc5)no4)c3CO2)cc1 (stereo unspecified) | 79%[activator]
O=C(NC1CCCCC1)C1CCCN(C(=O)Cc2c[nH]c3ccccc23)C1 (stereo unspecified) | -4%
CC(Oc1ccccc1)C(=O)OCc1nc2ccsc2c(=O)[nH]1 (stereo unspecified) | ?
Cc1ccccc1Nc1cnc2ccc(-n3ccnc3)nn12 | ?
C=CCc1cc(C)ccc1OCCNC(C)C | ?
CCCNC(=O)N(C1CCOCC1)C1CCN(C(=O)CCc2c[nH]c3ccccc23)CC1 | 52%[activator]
COc1ccc(CN2C[C@H](O)C[C@H]2c2nc(-c3cccc([N+](=O)[O-])c3)no2)c(OC)c1OC | 21%
CCc1noc(-c2cn(C3CCCN(C(=O)c4ccc(OC(F)(F)F)cc4)C3)nn2)n1 (stereo unspecified) | 29%
CC(=O)c1ccc(NC(=O)N2C[C@@H]3C[C@H](C2)c2ccc(NS(=O)(=O)Cc4ccccc4)c(=O)n2C3)cc1 | ?
COc1ccc(CN2C[C@@H](C(N)=O)[C@H](c3nc(C)no3)C2)cc1Cn1ccnc1 | 10%
CN1C[C@@H](NC(=O)CC(C)(C)CC(=O)O)C[C@H]1c1nc(-c2ccccc2)no1 | 126µM*
COc1cccc(CC(=O)NCCc2ncc(C)n2CC2CC2)c1 | 66%[activator]
COc1cccc(CNC(=O)[C@H]2CCCN2C(=O)[C@H]2CCCN2C(=O)c2ccc(F)c(C(F)(F)F)c2)c1 | -12%
Cc1ccc(C2=NC3(CCN(C(=O)c4cccc(N(C)C)c4)CC3)ON2)cc1 | -2%
